# SV40 large T antigen: TAg ATPase/helicase activity blockers – biochemical (AID 1903); inhibition, % at 20 µM; hits with a dose series show IC50 in µM; 310,000 tested, 0.39% active; SV40 large T antigen ATPase/helicase inhibition assay; higher % means a stronger effect; in the data active = a potency from the dose series; inconclusive = inhibition mostly from about 32% at the one dose, without a potency; inactive = the rest, 99 in 100 with inhibition below about 32%; note: strong numbers were not always called active
# Rac1 GTP hydrolysis: MgcRacGAP GTPase-activating activity inhibitors, confirmation, biochemical, ADP Hunter fluorescence; MgcRacGAP-stimulated Rac1 GTP hydrolysis, ADP Hunter fluorescence; higher % means a stronger effect; GST-tagged Rac1 F28L mutant substrate; 340,000 tested, 0.6% active; AID 624330; inhibition, % at 30 µM; hits with a dose series show IC50 in µM;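 active = first-screen hits whose inhibition reached a set limit at any dose in the follow-up dose series; inconclusive = inhibition above the set first-screen limit but never retested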;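 note: fluorescence reports GDP produced by GAP-driven GTP hydrolysis; strong numbers were not always called active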
# T cell HTS: T cell immune modulators affecting CD8 T cell-vesicle binding | 2C CD8+ T cell-vesicle binding, flow cytometry; hits give low values | calls only at 7 µM | 330,000 tested, 0.068% active;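 active = response, share of CD8 T cells binding vesicles, and their 90th percentile fluorescence all below set limits, cut at about 80% in these data, passing the limit was not always enough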
#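 Test system: purified 2C TCR transgenic mouse naive CD8+ T cells. Probe or stimulus: QL9-peptide-loaded Drosophila micro-vesicles bearing Ld, ICAM-1 and B7-1. Incubation: binding step 1.5 h, 37 °C, antibody labelling 20 min, ice. Measured by: flow cytometry of vesicle-bound cells.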
# NTR1 ag: NTR1-driven beta-arrestin-GFP spot formation – imaging, U2OS cells, high content, primary screen (AID 493036) | P30989 | agonist mode | activation, % at 20 µM | 330,000 tested, 0.17% active;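 active = activation at or above 40% of the spot to cytoplasm intensity ratio, with at least 20 cells analyzed; inconclusive = wells under 20 cells, flagged as cytotoxic or low count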;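 note: 0% = DMSO without peptide and 100% = 100 nM NTR1 peptide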
# Target sequence (P30989 whole entry, looked up): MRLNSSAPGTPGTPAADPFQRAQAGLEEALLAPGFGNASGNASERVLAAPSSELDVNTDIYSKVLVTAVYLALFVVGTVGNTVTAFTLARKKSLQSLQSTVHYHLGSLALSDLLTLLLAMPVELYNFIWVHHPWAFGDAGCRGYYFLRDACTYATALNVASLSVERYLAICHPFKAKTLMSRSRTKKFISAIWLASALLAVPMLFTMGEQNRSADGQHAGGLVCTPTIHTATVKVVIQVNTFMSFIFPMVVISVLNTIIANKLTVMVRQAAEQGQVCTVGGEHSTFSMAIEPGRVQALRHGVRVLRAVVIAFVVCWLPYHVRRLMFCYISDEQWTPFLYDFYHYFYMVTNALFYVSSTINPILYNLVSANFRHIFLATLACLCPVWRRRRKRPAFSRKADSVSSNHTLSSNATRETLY
# GPR35 antagonists: GPR35 antagonists blocking zaprinast-driven arrestin recruitment, primary screen, imaging, U2OS, beta-arrestin-GFP, zaprinast agonist (AID 2058); U2OS GPR35 beta-arrestin-GFP translocation imaging, zaprinast antagonism; higher % means a stronger effect; one-dose inhibition, % at 10 µM; IC50 in µM for titrated hits; 290,000 tested, 0.052% active;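 active = inhibition of at least 50% with at least 30 cells and total cytoplasm GFP at most 10,000,000; inconclusive = under 30 cells or total GFP of 10,000,000 plus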
# GPR55 beta-arrestin: GPR55 agonists via beta-arrestin recruitment, primary screen, imaging, U2OS cells, beta-arrestin-GFP redistribution (AID 1961); U2OS GPR55 beta-arrestin-GFP redistribution imaging; higher % means a stronger effect; activation, % at 10 µM, or EC50 in µM where a hit was titrated; 290,000 tested, 0.048% active;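 active = activation above 40% with more than 50 cells counted in the well; inconclusive = wells holding fewer than 50 cells, flagged as toxic or sparse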;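 note: U2OS osteosarcoma cells stably expressing GPR55 and beta-arrestin-GFP; plate controls were DMSO negative control for no effect and LPI positive control for full effect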
# Lipid droplet: hepatic lipid droplet formation modulation; AML12 mouse hepatocytes, oleate lipid droplets, BODIPY imaging; inhibition, % at 6.5 µM; 240,000 tested, 0.4% active;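 active = lipid droplet intensity inhibited by at least 50%, with more than 500 cells counted; inconclusive = wells with under 300 cells, treated as cytotoxic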
#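 Material – mouse AML12 hepatocyte cell line, fixed after treatment · Compound dosing – one dose, 6.5 µM compound · Times – compound with oleate, overnight · Measured by – Image-based BODIPY and DAPI two-channel analysis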
# LYP phosphatase: inhibitors of LYP phosphatase, biochemical, fluorescence intensity, uHTS (AID 1779) | one-dose inhibition, % at 11.5 µM; IC50 in µM for titrated hits | 290,000 tested, 0.054% active | recombinant LYP phosphatase, fluorescence intensity; higher % means a stronger effect; in the data active = inhibition above about 50%;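 note: plate controls were vehicle with enzyme for no effect and no enzyme for full effect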
# GPR55 LPI antagonism: inhibition of LPI-stimulated GPR55 beta-arrestin translocation – imaging, U2OS, beta-arrestin-GFP, LPI agonist, primary screen (AID 2013) | U2OS GPR55 beta-arrestin-GFP translocation imaging, LPI antagonism; higher % means a stronger effect | inhibition, % at 10 µM, or IC50 in µM where a hit was titrated | 290,000 tested, 0.13% active;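 active = spots per cell inhibited over 60%, with over 100 cells counted and total cytoplasm intensity under 500,000; inconclusive = wells with under 100 cells, flagged as likely toxic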;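 note: U2OS cells stably carrying GPR55 and arrestin-GFP stimulated by 5 µM LPI near EC80; imaged beta-arrestin-GFP aggregate spots per cell after agonist stimulation; plate controls were LPI-stimulated DMSO wells for no effect and DMSO wells without LPI for full effect; some results filed as inactive read as strong as hits; confirmed hits need IC50 under 10 µM and bright autofluorescent wells are also inconclusive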
# Lipid droplet cells 6.5 µM: second read-out of Lipid droplet, no call of its own (marks repeat the call); cell count; measured here: cell count, cytotoxicity flag;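 cells counted across two imaged fields per well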
# T cell HTS vesicle-bound %: second read-out of T cell HTS, no call of its own (marks repeat the call); double positive events, %; measured here: CD8+ vesicle-bound cell fraction;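 binding gate set so that unloaded-vesicle control wells show 10% double positive cells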
# NTR1 ag cell count 20 µM: further read-out of NTR1 ag, marked with its call; cell count; measured here: cell count, cytotoxicity flag
# * hit, by the source's call; i = inactive; u = inconclusive; x = not tested or not shown.
Structure	SV40 large T antigen	Rac1 GTP hydrolysis	T cell HTS	T cell HTS vesicle-bound %	NTR1 ag	NTR1 ag cell count 20 µM	GPR35 antagonists	GPR55 beta-arrestin	Lipid droplet	Lipid droplet cells 6.5 µM	LYP phosphatase	GPR55 LPI antagonism
COc1cc(C(c2sc3ncnn3c2O)N2CCN(c3ccccc3F)CC2)cc(OC)c1OC (stereo not given)	1%	2%	i	22	2.2	73	10%	0.3%	x	x	-8%	-9%
CCc1ccc(CN(C(=O)c2oc3ccccc3c2C)C2CCS(=O)(=O)C2)cc1 (stereo not given)	6%	12%	i	26	13	52	-1%	-0.1%	5	730	1%	-9%
COC(=O)CC(c1ccc(C#N)cc1)n1c(C)ccc1C (stereo not given)	3%	-6%	i	13	-0.1	53	8%	0.5%	-6	733	-9%	-2%
Cc1cccc(NC(=O)C2CCCN(C(=O)Nc3ccc(F)cc3)C2)c1C (stereo not given)	9%	4%	i	22	0.4	48	3%	1.3%	9	819	-6%	10%
CCOC(=O)N1CCN(C(=O)COc2ccc(S(=O)(=O)NCc3ccccc3)cc2)CC1	0%	3%	i	41	4.9	81	3%	0.0%	x	x	1%	10%
Cc1ccccc1OCc1nc(-c2ccc(-n3cccc3)cc2)no1	-1%	-2%	i	34	-1.6	86	-4%	-0.1%	x	x	-6%	-5%
CCOC(=O)c1ccc(NC(=O)C2CCN(S(=O)(=O)c3c(C)nn(C)c3C)CC2)cc1	4%	4%	i	21	0.9	65	-8%	0.5%	-7	779	-6%	11%
CC(C)n1c(CCC(=O)O)ccc1-c1ccccc1	4%	8%	i	22	-2.9	52	-4%	-0.1%	x	x	-7%	3%
O=C1CCCN1CC(O)CS(=O)(=O)Cc1ccccc1 (stereo not given)	3%	8%	i	50	-2.2	75	1%	0.0%	6	841	2%	-4%
COc1cccc(N2C(=O)C3NN=C(C(=O)CN4C(=O)c5ccccc5C4=O)C3C2=O)c1 (stereo not given)	4%	x	i	53	-0.7	58	-5%	-0.3%	-4	727	-4%	-3%
CCCCOc1cccc(-c2nnc(N)s2)c1	0%	16%	i	51	-0.3	38	-19%	0.2%	12	695	-6%	7%
Cc1cc(C(=O)Nc2ccccc2Cl)n(-c2ccccc2)n1	1%	6%	i	38	1.7	84	1%	-0.1%	11	844	-2%	0%
Cc1ccc(Nc2nc(N)nc(CN3CCCCCC3)n2)cc1	-1%	9%	i	27	-0.2	71	4%	-0.2%	0	699	3%	-1%
COc1cc(CNCc2ccncc2)cc(Br)c1OCc1ccccc1F	-5%	-3%	i	7	0.6	68	2%	0.3%	x	x	-6%	-7%
CCCCN(C)C(=O)CNC(=O)c1nn(-c2ccc(OC)cc2OC)c(=O)c2ccccc12	2%	7%	i	27	-2.2	92	0%	0.0%	-2	845	-8%	10%
O=C(Cn1cnc2c(cnn2-c2ccc(F)cc2)c1=O)NCC1CCCO1 (stereo not given)	9%	11%	i	47	-0.5	38	19%	0.2%	x	x	-10%	16%
Cc1ccc(Sc2ncccc2C(=O)NCc2cc([N+](=O)[O-])ccc2O)cc1C	13%	-8%	i	13	1.4	48	-10%	-0.2%	0	640	-9%	1%
Oc1ccccc1-c1cc(-c2cccc(F)c2)n[nH]1	6%	10%	i	40	19	53	-3%	-0.3%	x	x	4%	6%
COc1ccc(-c2c(C)oc3cc(O)cc(O)c3c2=O)cc1OC	5%	0%	i	29	-1.0	90	-2%	-0.3%	13	653	-1%	5%
Cc1nnc(SC(C)C(=O)NC2CCCCC2C)n1N (stereo not given)	11%	10%	i	35	-1.0	65	x	x	x	x	x	x
COC(=O)c1sccc1NC(=O)Nc1cccc(C)c1	u	4%	i	62	-0.7	60	2%	-0.3%	7	734	-1%	4%
Cc1cc2cc(CNC(=S)Nc3ccc(OC(F)(F)F)cc3)ccc2n1C	3%	4%	i	36	-3.2	85	-1%	0.5%	-13	656	-3%	11%
COc1ccc(NS(=O)(=O)c2ccc3c(c2)CCCN3C(C)=O)cc1	4%	7%	i	8	-1.7	51	-1%	-0.1%	-13	687	-13%	-1%
O=C(CSc1nncn1-c1ccccc1)Nc1cc(F)ccc1F	5%	5%	i	48	0.7	50	5%	0.1%	-2	841	-3%	-2%
Cc1cc(C(=O)Cn2nc(C(=O)O)c3ccccc3c2=O)c(C)n1CCc1ccc(F)cc1	12%	11%	i	25	7.0	61	4%	0.2%	0	644	13%	2%
COc1cc(/C=C/c2ccc3cccc(O)c3n2)cc(OC)c1OC	4%	4%	i	56	2.2	94	1%	-0.3%	2	818	-3%	-11%
Cc1cc(Nc2ccccc2Cl)nc(-c2ccccc2O)n1	11%	14%	i	40	0.6	51	-3%	0.0%	10	843	1%	-7%
CC(CCc1ccccc1)NC(=O)Cc1ccc(Br)cc1 (stereo not given)	5%	-3%	i	58	0.4	56	0%	0.3%	-1	795	-7%	-8%
COc1ccc2[nH]cc(C(=O)CN3CCCCC3C)c2c1 (stereo not given)	9%	x	x	x	x	x	19%	-0.2%	x	x	-9%	3%
Cc1ccc(OCCCC(=O)Nc2nncs2)cc1	7%	6%	i	8	0.3	81	-1%	-1.0%	x	x	-6%	-8%
CCN(Cc1ccccc1)c1ccc(/C=N/NS(=O)(=O)c2cccc([N+](=O)[O-])c2)cc1	6%	10%	i	44	-0.7	50	-7%	0.1%	14	624	5%	12%
CSCCC(NC(=O)OCc1ccccc1)C(=O)NCc1cccnc1 (stereo not given)	1%	11%	i	15	1.2	93	-5%	0.5%	5	812	-5%	2%
O=C(CN1C(=O)S/C(=C\c2ccccc2)C1=O)Nc1cc([N+](=O)[O-])ccc1O	10%	2%	i	56	3.3	56	-8%	0.2%	2	817	-3%	11%
Cc1c(-c2ccccc2)nc2ccccc2c1C(=O)Nc1ccncc1	3%	6%	i	35	0.2	57	10%	-0.2%	-8	695	-6%	18%
Cc1cc(-c2nc(C)c(C(=O)NNC(=O)NC(C)C)s2)no1	13%	5%	i	46	1.5	56	-8%	0.2%	-18	719	1%	8%
O=C(COC(=O)CCc1nc2ccccc2n1-c1ccccc1)Nc1ccc(N2CCCCC2)cc1	15%	9%	i	42	5.1	63	2%	-0.2%	-9	652	12%	1%
COc1ccc(-c2cc(C(=O)Nc3cccc(C(C)=O)c3)no2)cc1	1%	5%	i	16	1.1	50	4%	-0.2%	6	815	-4%	0%
CCc1cc(-c2n[nH]c(C)c2Oc2ccc(C(C)C)cc2)c(O)cc1O	23%	4%	i	32	64*	82*	-8%	-0.1%	-21	802	-6%	-6%
CCCS(=O)(=O)N1CCCC(C(=O)N2CCN(c3ccccn3)CC2)C1 (stereo not given)	3%	5%	i	38	0.3	38	2%	-0.1%	x	x	-5%	19%
COc1ccccc1C(=O)Nc1ccc(S(=O)(=O)N2CCCCC2)cc1	7%	3%	i	16	-0.5	44	-6%	0.0%	4	792	3%	-3%
CCOc1ccccc1C(=O)Nc1nn[nH]n1	3%	4%	i	55	-0.9	50	4%	0.2%	9	647	0%	11%
CCOC(=O)CN(C(=O)COc1nc(-c2ccccc2)cc(C)c1C#N)c1ccccc1C	11%	x	i	11	2.5	37	-7%	0.2%	5	787	6%	-18%
O=C1CN(C(=O)/C=C/c2ccccc2)CCN1	9%	2%	i	53	-0.7	91	-4%	2.5%	-2	827	-5%	7%
NS(=O)(=O)c1ccc(CNC(=O)c2ccc(NS(=O)(=O)c3ccc4[nH]c(=O)[nH]c4c3)cc2)cc1	15%	7%	i	33	0.2	57	x	x	x	x	x	x
C/C(=C\C(=O)c1ccc(C)cc1)Nc1cccc(O)c1	32%	9%	i	19	5.2	55	2%	-0.1%	x	x	8%	6%
COc1ccc(CC(=O)Nc2ccc(S(=O)(=O)Nc3nccc(C)n3)cc2)cc1	1%	0%	i	58	0.6	53	6%	-0.1%	-1	690	-3%	3%
COc1ccc(C(=O)N2CCc3cc(OC)c(OC)cc3C2)cc1OC	15%	-8%	i	60	-0.4	83	4%	0.2%	x	x	-1%	-4%
Cc1[nH]c2ccccc2c1C(=O)C(C)OC(=O)c1ccc(NC(=O)CC#N)cc1 (stereo not given)	-4%	2%	i	14	-0.1	72	x	x	x	x	x	x
CC(=O)c1c(COC(=O)c2cccc(C)c2)nc2ccccc2[n+]1[O-]	10%	4%	i	12	0.2	49	12%	0.3%	-3	521	1%	0%
Fc1ccccc1CSc1ncnc2c1oc1ccccc12	-5%	6%	i	27	7.5	95	-2%	0.3%	x	x	-4%	5%
O=C(NCCCN1CCCC1=O)c1cc(=O)c2ccccc2o1	3%	10%	i	47	1.1	50	13%	-0.2%	3	767	-7%	-1%
C/C(=N\Nc1nc2ccccc2[nH]1)c1ccc([N+](=O)[O-])cc1	2%	9%	i	21	2.4	55	2%	0.0%	-10	741	-8%	4%
COc1ccc(NC(=O)c2ccc(-c3csc(C)n3)cc2)cc1	-1%	11%	i	57	-0.1	71	-11%	0.0%	2	832	-3%	6%
COc1ccc(CN(Cc2nc3ccccc3c(=O)[nH]2)C(=O)C(C)(C)C)cc1	0%	6%	i	26	-4.3	102	-1%	0.8%	x	x	-7%	7%

# Ordered by number of heavy atoms (lowest first): some entries from above
Structure	SV40 large T antigen	Rac1 GTP hydrolysis	T cell HTS	T cell HTS vesicle-bound %	NTR1 ag	NTR1 ag cell count 20 µM	GPR35 antagonists	GPR55 beta-arrestin	Lipid droplet	Lipid droplet cells 6.5 µM	LYP phosphatase	GPR55 LPI antagonism
COc1ccc(-c2cc(C(=O)Nc3cccc(C(C)=O)c3)no2)cc1	1%	5%	i	16	1.1	50	4%	-0.2%	6	815	-4%	0%
CCCS(=O)(=O)N1CCCC(C(=O)N2CCN(c3ccccn3)CC2)C1 (stereo not given)	3%	5%	i	38	0.3	38	2%	-0.1%	x	x	-5%	19%
CCN(Cc1ccccc1)c1ccc(/C=N/NS(=O)(=O)c2cccc([N+](=O)[O-])c2)cc1	6%	10%	i	44	-0.7	50	-7%	0.1%	14	624	5%	12%

# Screening data: PubChem BioAssay, several laboratories
